Pol beta inh = blocks human DNA polymerase beta activity | hit rate 1.3% among 340,000 | Potency, µM (highest dose often 114 µM), inactives show top-dose activity change, negative = inhibition, most hits filed as inhibitors | Pol beta primer extension/strand displacement, fluorescence kinetic; further: on the % scale 0 is the no-effect control and ±100 the full control effect
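Homogeneous kinetic assay of primer extension and strand displacement by 10 nM Pol beta, preincubated 15 min at room temperature with compound before 50 nM substrate (final) was added. Read at 0 and 10 min; four-parameter Hill fit.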
APE1 inh = inhibitors of human APE1 endonuclease; recombinant APE1, TAMRA/BHQ-2 abasic DNA cleavage fluorescence; P27695; Potency, µM (doses to about 65.8 µM), for the others: at the top dose activity change, negative = inhibition, most hits filed as inhibitors; hit rate 0.35% among 350,000; AID 2517;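 further: plate controls were vehicle for no effect and reference inhibitor for full effect; nearly all actives have a fitted effect of over 55% in size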
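Substrate: short duplex with […] THF abasic site, 5'-TAMRA and 3'-BHQ-2, 50 nM final. APE1 at 0.75 nM, preincubated 15 min RT with compound. Fluorescence increase from first to third read measured activity.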
Apoferritin bind = candidate novel general anesthetic via apoferritin binding; Potency, µM (doses to about 77.5 µM), without a hit: at the highest dose activity change, negative = displacement, actives largely listed as inhibitors; apoferritin/1-aminoanthracene competitive binding, fluorescence; hit rate 0.074% among 350,000; AID 485281; further: on the % scale 0 is the no-effect control and ±100 the full control effect; nearly all actives have a fitted effect of over 20% in size
Target sequence (P02791 2-175 limits assumed): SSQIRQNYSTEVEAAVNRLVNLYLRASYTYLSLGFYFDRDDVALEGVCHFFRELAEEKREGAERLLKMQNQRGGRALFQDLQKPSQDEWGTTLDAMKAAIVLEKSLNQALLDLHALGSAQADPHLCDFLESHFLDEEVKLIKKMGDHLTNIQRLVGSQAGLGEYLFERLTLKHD
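Read-out: endpoint 1-AMA fluorescence, excitation 380 nm and emission 535 nm, after compounds sit 10 min at room temperature with 10 uM horse-spleen apoferritin in 50% saturated 1-AMA/PBS. Values come from four-parameter Hill fits.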
BAZ2B block = BAZ2B (human) inhibition; Q9UIF8; AlphaScreen BAZ2B-H3K14Ac peptide displacement; Potency, µM (series often up to 114 µM), for the others: at the highest dose activity change, negative = inhibition, most hits filed as inhibitors; hit rate 4.4% among 360,000; AID 504333; further: on the % scale 0 is the no-effect control and ±100 the full control effect; nearly all actives have a fitted effect of over 60% in size
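AlphaScreen displacement: compounds (up to 110uM) incubated 30 min at room temperature with a preformed 50 nM BAZ2B/50 nM biotinylated H3K14Ac peptide complex in PBS pH 7.4 with Tween-20. Donor and acceptor beads at 10 ug/mL final added, 20 min light-protected before reading.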
G9a inh = G9a (human) methyltransferase inhibition; Q96KQ7; G9a H3K9 monomethylation, AlphaScreen, 2 h; Potency, µM (highest dose often 102 µM), for inactives: at the top dose activity, negative = inhibition, actives largely listed as inhibitors; hit rate 8.8% among 350,000; further: on the % scale 0 is the no-effect control and ±100 the full control effect; nearly all actives have a fitted effect of over 75% in size
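G9a (20 nM) preincubated 15 min RT with compounds, then 500 nM biotinylated H3K9 peptide and 20 uM SAM added; 2 h RT reaction. Monomethyl-H3K9 product detected by AlphaScreen with anti-H3K9me1 antibody, streptavidin donor and anti-rabbit IgG acceptor beads.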
POLH inh = inhibitors of human DNA polymerase eta | Q9Y253 | recombinant Pol eta, fluorescent DNA replication assay | Potency, µM (titrated, usually from 114 µM), for the others: at the highest dose activity change, negative = inhibition, hits mostly inhibitors | hit rate 1.2% among 390,000; further: on the % scale 0 is the no-effect control and ±100 the full control effect
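Pol eta (10 nM) was preincubated with compounds for 15 min at room temperature, after which fluorescent replication substrate (50 nM final) was added to start the reaction. Fluorescence was read kinetically at 0 and 10 min.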
BLM inh = inhibitors of human Bloom syndrome helicase BLM; AID 2528; Potency, µM (series often up to 56.1 µM), for inactives: at the highest dose activity change, negative = inhibition, usual class: inhibitors; recombinant BLM DNA unwinding, fluorescence dequenching; hit rate 0.2% among 350,000;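 further: plate controls were vehicle for no effect and no enzyme for full effect; nearly all actives have a fitted effect of over 35% in size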
POLK inh = blocks human DNA polymerase kappa activity. purified Pol kappa, fluorescent DNA synthesis assay, 10 min. Q9UBT6. Potency, µM (highest dose often 107 µM), inactives show top-dose activity, negative = inhibition, hits mostly inhibitors. hit rate 0.53% among 400,000; further: on the % scale 0 is the no-effect control and ±100 the full control effect
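Kinetic fluorescence readout at 0 and 10 min followed reaction start with substrate at 50 nM final. Beforehand, enzyme (10 nM Pol kappa) stood 15 min with compound at room temperature; buffer-only wells were negative controls.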
Pol iota inh = DNA polymerase iota (human) inhibition | AID 588590 | hit rate 1% among 390,000 | Potency, µM (highest dose often 115 µM), for the others: top-dose activity, negative = inhibition, most hits filed as inhibitors | Pol iota fluorescent replication assay, 10 min
Target sequence (Q9UNA4 whole entry, looked up): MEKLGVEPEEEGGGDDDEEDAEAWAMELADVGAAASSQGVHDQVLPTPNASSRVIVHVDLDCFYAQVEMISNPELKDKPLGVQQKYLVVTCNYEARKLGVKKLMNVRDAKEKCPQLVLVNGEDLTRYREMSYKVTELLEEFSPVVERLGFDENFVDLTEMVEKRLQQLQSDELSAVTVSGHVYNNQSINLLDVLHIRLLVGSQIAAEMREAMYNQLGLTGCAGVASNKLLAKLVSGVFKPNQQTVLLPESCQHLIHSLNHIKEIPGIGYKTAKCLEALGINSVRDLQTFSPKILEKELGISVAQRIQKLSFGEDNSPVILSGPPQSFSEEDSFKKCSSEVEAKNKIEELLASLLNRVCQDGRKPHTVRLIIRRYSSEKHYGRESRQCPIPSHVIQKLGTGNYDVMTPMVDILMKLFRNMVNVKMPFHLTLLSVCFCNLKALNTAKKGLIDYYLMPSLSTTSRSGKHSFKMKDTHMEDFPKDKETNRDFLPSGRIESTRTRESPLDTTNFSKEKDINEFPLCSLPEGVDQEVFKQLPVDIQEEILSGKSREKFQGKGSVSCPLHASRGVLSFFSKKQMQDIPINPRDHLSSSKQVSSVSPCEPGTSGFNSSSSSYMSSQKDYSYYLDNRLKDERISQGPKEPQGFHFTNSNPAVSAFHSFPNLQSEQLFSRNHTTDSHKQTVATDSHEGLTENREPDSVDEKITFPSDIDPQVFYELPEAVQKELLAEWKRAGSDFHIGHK
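Pol iota at 10 nM preincubated 15 min with compounds at room temperature; reaction started with fluorescent substrate, 50 nM final. Fluorescence read kinetically at 0 and 10 min; buffer-only wells as negative control.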
The depositor's hits bear a star; ? = inconclusive; nt = not tested or not shown; [ ] = another dose, or the depositor's remark. The call rests on the fitted dose curve; in most records, active means well fitted curve in the direction sought with a large enough effect; inconclusive means small, poorly fitted or top-dose-only effect, or another doubt; inactive means no such curve, though single readings can be large; an effect the other way counts as inactive or inconclusive. Potency means the concentration at half of the fitted maximal effect. The list is partial; the hit share may differ from the screen's.

item	smiles	Pol beta inh	APE1 inh	Apoferritin bind	BAZ2B block	G9a inh	POLH inh	BLM inh	POLK inh	Pol iota inh
1	COc1cccc(/C=C2\SC(=S)NC2=O)c1OS(=O)(=O)c1ccc(NC(C)=O)cc1	?	-5%	-5%	?	-48%[59 µM]	-8%	-1%	-3%	66%[activator]
2	CCOc1ccc(NC(=O)CN(C)C(=O)c2cn(-c3ccc(F)cc3)nc2-c2cccc(OC)c2)cc1OCC	nt	-19%	nt	-32%	-7%[12.7 µM]	-13%	nt	-13%	18%
3	CCC(=O)N1C(C(=O)N2CCCC2)CSC1c1ccc(OC)cc1 (centres undefined)	-15%	?	2%	-1%	5%	-14%	2%	-19%	21%
4	O=C(NCC(c1ccc(Cl)cc1)N1CCCCC1)c1ccccc1F (centres undefined)	10%	nt	-16%	1%	?	-20%	-3%	16%	7%
5	COc1ccccc1/C=N/n1c(C)nnc1-n1nc(C)cc1C	-4%	8%	-3%	5%	7%	3%	-2%	-5%[60.1 µM]	26%
6	COc1ccc(Cl)cc1NC(=S)N1CCN(S(C)(=O)=O)CC1	-15%	0%	-4%	-2%	2%	-2%	-1%	6%	39%[activator]
7	Cc1ccc(N(C(=O)c2csnn2)C(C(=O)NC(C)(C)C)c2ccccn2)cc1 (centres undefined)	?	-1%	-10%	-17%	22%	-10%	-1%	-1%	3%
8	Cc1ccc(NS(=O)(=O)c2ccc(NC(=O)c3cccs3)cc2)c(C)c1	8%	-2%	-15%	-8%	12%[59 µM]	-18%	0%	-10%	7%
9	O=C1c2ccccc2C(=O)c2cc(S(=O)(=O)Nc3ccccc3)ccc21	11%	-7%	?	11µM*	?	?	-14%	-14%	-10%
10	Cn1c(=O)c2c(nc(NCCNC(=O)c3ccco3)n2Cc2ccc(F)cc2)n(C)c1=O	58%	-10%	2%	-3%	9%	1%	-2%	-29%	72%[activator]
11	CCOC(=O)c1sc(-c2ccc(Br)cc2)cc1N	27%	25%	-2%	26%[57.1 µM]	2%[12.7 µM]	-20%	-14%	-4%	-5%[58.9 µM]
12	CCn1c(CNC(=O)c2cccs2)nnc1SCC(=O)NCCc1ccccc1	8%	-2%	-8%	-6%	?	4%	-5%	-3%	8%
13	O=C(COC(=O)c1ccc(NS(=O)(=O)c2cccs2)cc1O)Nc1ccc(F)cc1	3%	-9%	?	-5%	-47%	-15%	-1%	-25%	0%
14	COc1cccc(OCc2nc(-c3cccc([N+](=O)[O-])c3)no2)c1	-25%	1%	-22%	-19%	10%[59 µM]	-14%	1%	-5%	6%
15	Cc1ccc(C2=NN=C(NC(=O)CSc3nncn3C)SC2)cc1	28%	-1%	-17%	-13%	22µM*	-18%	3%	-12%	126%[activator]
16	O=C(O)c1ccccc1OCCOCCOc1ccccc1C(=O)O	1%	-8%	-1%	4%	-33%[12.7 µM]	-2%	-3%	-3%	-11%
17	COc1ccccc1C(=O)C1CCCN(C(=O)CSc2ccccn2)C1 (centres undefined)	14%	3%	?	-27%	?	-5%	-4%	-3%	90%[activator]
18	COC(=O)CCC(=O)OC1(C)C(=O)C=C2C=C(C3CC3)N(CCCCO)C=C2C1=O (centres undefined)	-2%	-5%[12.4 µM]	-1%	-15%	29%[59 µM]	7%	-12%[12.4 µM]	-30%	25µM*
19	COc1ccc(OC)c(-c2csc(NC(=O)C3=COCCO3)n2)c1	nt	-10%	nt	?	?	-29%	nt	-14%	11%
20	Cc1cccc(C(=O)NCC(=O)OCC(=O)c2ccc(Cl)s2)c1	0%	5%	?	-21%	-8%	-3%	-7%	-21%	24%
21	CCn1c(SCC(=O)NC2CCCC2)nnc1C(C)NC(=O)c1ccccc1Br (centres undefined)	4%	7%	3%	-15%	0%	-9%	-2%	4%	9%
22	COc1ccc(N2CCN(C(=O)c3cccn3-c3nnc(N4CCCC4)s3)CC2)cc1	-10%	nt	2%	?	?	-3%	0%	-3%	10%
23	Cc1ccc(S(=O)(=O)N2CCN(C(=O)CC(C)n3nc(C)c(Cl)c3C)CC2)cc1 (centres undefined)	32%	4%[12.4 µM]	-8%	5%	5%[59 µM]	-9%	3%	-20%	9%
24	C=CC[C@@H](CC(=O)N(CCO)Cc1ccccc1)C(=O)N[C@H](COC(=O)[C@@H](CC=C)Cc1ccc(F)cc1)Cc1ccccc1	nt	-19%	nt	nt	nt	-24%	nt	-13%	0%
25	CC(C)c1cc(C(=O)OCC(=O)NC(=O)NCc2ccco2)c(O)c(C(C)C)c1	-23%	-2%	?	-31%	?	?	-21%	-15%	40%[activator]
26	Cc1ccc(N=N/C(=C\O)C(=O)c2ccc(Cl)cc2)cc1	-22%	-2%	-9%	11µM*	25µM*	6%	-4%	-12%	39%[activator]
27	CCCc1nnc(NC(=O)CC(C)c2ccccc2)s1 (centres undefined)	-12%	-6%	-12%	2%	12%	-15%	-10%	3%	190%[activator]
28	CC1CCc2cc(F)ccc2N1C(=O)c1ccncc1 (centres undefined)	45%	-2%	-3%	6%	1%[59 µM]	-10%	3%	-11%	8%
29	COc1cc(NC(=O)COC(=O)CSc2ccccc2F)c(C)cc1[N+](=O)[O-]	5%	3%	-10%	-3%	18%[59 µM]	-3%	-8%	-16%	-11%
30	Cc1ccc(NC(=O)C(=O)NCC2CCCN2S(=O)(=O)c2cccs2)cc1C (centres undefined)	nt	-1%	nt	6%	-5%	-21%	nt	-3%	20%

Continued, overlapping the part above by 2 compounds.
item	smiles	Pol beta inh	APE1 inh	Apoferritin bind	BAZ2B block	G9a inh	POLH inh	BLM inh	POLK inh	Pol iota inh
29	COc1cc(NC(=O)COC(=O)CSc2ccccc2F)c(C)cc1[N+](=O)[O-]	5%	3%	-10%	-3%	18%[59 µM]	-3%	-8%	-16%	-11%
30	Cc1ccc(NC(=O)C(=O)NCC2CCCN2S(=O)(=O)c2cccs2)cc1C (centres undefined)	nt	-1%	nt	6%	-5%	-21%	nt	-3%	20%
31	COc1ccccc1C1/C(=C(/O)c2ccccc2)C(=O)C(=O)N1CC(C)C (centres undefined)	24%	-2%	-7%	1%	?	11%	-4%	1%[60.1 µM]	-5%
32	COc1ccc(CNC(=O)CCC(=O)c2ccc(C)cc2)cc1OC	51%	27%	-1%	-2%	-10%	8%	-1%	1%	48%[activator]
33	O=C(c1ccc([N+](=O)[O-])o1)N1CCN(c2nc3ccc(F)cc3s2)CC1	nt	19%	nt	-4%	-32%	-13%	nt	7%	21%
34	Cc1ccc(S(=O)(=O)NCC(=O)OCC(=O)NC2CCCCC2)cc1	nt	21%	nt	nt	nt	-8%	nt	-8%	18%
35	C=CCNC(=O)/C=C/c1cccs1	8%	-3%	-5%	-10%	8%	-14%	-5%	-1%	57%[activator]
36	CS/C(N)=N/N=C/c1c(O)ccc2ccccc12	9%	-1%	-12%	-18%	11µM*	7%	-4%	-5%	-14%
37	Nn1c(SCC(=O)Nc2ccc3c(c2)OCO3)nnc1-c1cccc(Cl)c1	18%	8%	-13%	-9%	-11%[59 µM]	6%	-6%	-26%	-4%
38	Cc1ccc(C)c(SCC(=O)NCc2ccco2)c1	?	-1%	-10%	-34%[57.1 µM]	43%[0.501 µM]	-14%	-9%	-6%	-1%
39	CCCCC(C(=O)OCC(=O)c1ccc(OC)cc1)N1C(=O)c2ccccc2C1=O (centres undefined)	-1%	-8%	-9%	3%	22%[59 µM]	-11%	-6%	-10%	-1%
40	COC(=O)c1ccc(OC(=O)c2cccnc2)cc1	20%	2%	-2%	8%	19%[59 µM]	-12%	-1%	-8%	1%
41	CCOC(=O)c1cnc2ccc(C)cc2c1NCCc1ccc(OC)c(OC)c1	?	nt	-9%	-2%	4%[59 µM]	-13%	14%	6%	6%
42	Cc1c(NC(=O)CN2CCN(C(=O)c3ccco3)CC2)c(=O)n(-c2ccccc2)n1C	4%	3%	-12%	1%[57.1 µM]	4%[59 µM]	-8%	-3%	0%	-3%
43	COC(CNC(=O)c1ccc2c(c1)nc(C)n2-c1cccc(C)c1)OC	3%	35%	-1%	-12%	9%	1%	-4%	4%	6%
44	O=[N+]([O-])c1ccc(Nc2nc(NC3CCCCC3)nc(N3CCCC3)n2)cc1	-1%	0%	-23%	?	11µM*	-19%	28µM*	3%	22%
45	CCOC(=O)c1c(-c2ccccc2)oc2ccc(OCC(N)=O)cc12	27%	-3%	-8%	-1%	7%[59 µM]	-15%	-4%	-1%	-23%
46	Cc1nc(Sc2ccc(Cl)cc2)c(C#N)c(C)c1[N+](=O)[O-]	-14%	0%	-6%	?	?	-17%	-4%	-4%	24%
47	O=C(CC(=O)Nc1ccccc1C(=O)O)NNC(=O)Cc1ccccc1	8%	2%	12%	-11%	nt	-6%	5%	-8%	10%
48	COc1cccc(C(=O)OCC(=O)c2c[nH]c3ccccc23)c1O	0%	-4%	-14%	-2%	0%	-4%	-3%	-7%	2%
49	Cc1nnc(Nc2ccc(C(=O)NCCO)cc2)c2ccccc12	21%	-3%	-5%	4%	1%	-7%	1%	3%	22%
50	O=c1c(=NNc2ccccc2Cl)c(=O)c2ccccc12	3%	2%	-23%	-8%	?	-15%	-6%	-4%	37%[activator]
51	CS(=O)(=O)CCC(C(=O)O)N1C(=O)c2ccc(Oc3ccc(Cl)cc3)cc2C1=O (centres undefined)	0%	37%	8%	-13%	9%[2.33 µM]	-18%	-2%	-11%	8%
52	COc1ccc(N2C(=NC(=O)CCC3CCCC3)SC3CS(=O)(=O)CC32)cc1 (centres undefined)	-8%	23%	-2%	-7%[57.1 µM]	-6%	-19%	0%	7%	-2%

Record cards (already shown).
`O=C(CC(=O)Nc1ccccc1C(=O)O)NNC(=O)Cc1ccccc1` across the screens: Pol beta inh: 8%; APE1 inh: 2%; Apoferritin bind: 12%; BAZ2B block: -11%; G9a inh: nt; POLH inh: -6%; BLM inh: 5%; POLK inh: -8%; Pol iota inh: 10%
`O=C(c1ccc([N+](=O)[O-])o1)N1CCN(c2nc3ccc(F)cc3s2)CC1` across the screens: Pol beta inh: nt; APE1 inh: 19%; Apoferritin bind: nt; BAZ2B block: -4%; G9a inh: -32%; POLH inh: -13%; BLM inh: nt; POLK inh: 7%; Pol iota inh: 21%
